Screening results from PubChem.
Polio RdRp inh = poliovirus RNA polymerase inhibition; AID 588519; P03300; 0.66% of 150,000 active; poliovirus polymerase elongation, fluorescence polarization; hits give low values; % elongation, % (compound at 16.7 µg/mL); in the data active = % elongation below about 90%; note: some results filed as inactive read as strong as hits
Target sequence (P03300 1749-2209 limits assumed): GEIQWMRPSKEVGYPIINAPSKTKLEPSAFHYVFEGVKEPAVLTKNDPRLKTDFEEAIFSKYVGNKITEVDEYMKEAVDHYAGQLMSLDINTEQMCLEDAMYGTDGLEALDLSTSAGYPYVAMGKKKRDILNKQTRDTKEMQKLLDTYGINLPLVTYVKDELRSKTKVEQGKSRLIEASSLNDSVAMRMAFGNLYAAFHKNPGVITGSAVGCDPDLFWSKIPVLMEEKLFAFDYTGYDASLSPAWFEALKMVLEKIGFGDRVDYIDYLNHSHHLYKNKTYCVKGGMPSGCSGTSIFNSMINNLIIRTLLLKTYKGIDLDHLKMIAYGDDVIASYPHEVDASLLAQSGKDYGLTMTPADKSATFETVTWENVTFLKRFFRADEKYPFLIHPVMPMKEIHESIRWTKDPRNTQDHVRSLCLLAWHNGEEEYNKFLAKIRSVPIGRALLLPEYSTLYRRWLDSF
Polio RdRp inh FP z-score = also measured in Polio RdRp inh; calls as there; z-score; measured here: FP z-score; hits read low
* marks the source's active call; other numbers are inactive results; & = joins results of further samples. These rows are one share of the data; the hit share may differ from the screen's.

SMILES	Polio RdRp inh	Polio RdRp inh FP z-score
COc1cccc(Cn2c(=O)n(CCc3ccccc3)c(=O)c3c2c2cc(OC)ccc2n3C)c1	107	-0.2
COC(=O)c1cc(CSc2nnc(Nc3ccc(C)cc3C)s2)oc1C	107	0.5
COc1ccc(-c2c3c(nc4c(C#N)c(C)n(-c5ccccc5)c24)CCC3)cc1	100	-0.2
CC(C)NC(C)C(=O)c1ccc2ccccc2c1 (stereo not given)	103	0.3
CCCCC/C=C\C/C=C\C/C=C\C/C=C\CCCC(=O)O[C@@H](CO)COC(=O)CCCCCCCCCCCCCCCCC	101&100	-0.1&0.1
O=C(NCCC(c1ccccc1)c1ccccc1)c1cnc2ccccn2c1=O	103	0.7
CCCCC(=O)Nc1sc2c(c1C(N)=O)CCC2	102	0.1
CSc1nc(N)n(-c2ncccc2C(F)(F)F)n1	102	0.1
Cc1cc(C)c2c(N)nsc2n1	103	0.1
CCOc1ccccc1NC(c1nnc(-c2ccccc2)o1)c1ccc(F)cc1Cl (stereo not given)	103	-0.4
CNC(=O)c1cnc2sc(N3CCC(C)CC3)nn2c1=O	99	-1.6
CC(C)CCNC(=O)c1cc(=O)c2ccccc2[nH]1	98	-0.7
O=C(NCc1ccccc1F)C1CCN(c2nn3cc(-c4ccc(F)cc4)nc3s2)CC1	109	0.3
CCc1ccc2[nH]c(C(=O)Nc3ccc(C(F)(F)F)c(C#N)c3)cc2c1	101	-0.6
COC(=O)c1ccc(Cn2nnc3sc4c(c3c2=O)CCCC4)cc1	106	0.3
COc1ccc(S(=O)(=O)N(CC(=O)Nc2ccc(C)cc2)c2ccc(C)cc2)cc1OC	110	1
C/C(=C\C(=O)C(F)(F)F)NCc1ccco1	106	0.6
CC(=O)Nc1c(C)nn(-c2ccccc2)c1N1CCC(C(=O)NCc2ccc(Cl)cc2)CC1	116	2
Cc1cccc(NC(=O)CSc2nc3ccc(NC(=O)CCc4ccccc4)cc3s2)c1	103	-0.9
FC(F)(F)c1cccc(Cn2c(-c3cscn3)nc3ccccc32)c1	99	-0.3
Cn1c(SC/C=C/c2ccccc2)nc2sc3c(c2c1=O)CCCC3	102	-0.1
Cc1ccc2c(CN3CCN(C(=O)c4ccc(F)cc4)CC3)cc(=O)oc2c1	104	-0.4
CCCNC(=O)c1ccc2nc(CCc3ccccc3)oc2c1	106	-0.2
O=S(=O)(c1ccc(Cl)cc1)c1nc(-c2cccs2)oc1SCc1ccccc1F	110	1.7

2 compounds drawn at random from the list so far:
SMILES	Polio RdRp inh	Polio RdRp inh FP z-score
CCCNC(=O)c1ccc2nc(CCc3ccccc3)oc2c1	106	-0.2
COC(=O)c1ccc(Cn2nnc3sc4c(c3c2=O)CCCC4)cc1	106	0.3

Following part
SMILES	Polio RdRp inh	Polio RdRp inh FP z-score
CC(=O)c1ccc(NC(c2ccc(F)cc2)c2nnc(-c3ccccc3)o2)cc1 (stereo not given)	108	0.7
CCOC(=O)c1ccc(N2C(=O)c3[nH]nc(-c4ccc(C)cc4)c3C2c2cccc(F)c2)cc1 (stereo not given)	106	-0.4
CC(=O)N1CCCSC1=Nc1ccccc1	103	0
CCOC(=O)c1cnc2c(OC)cccc2c1NCCc1ccc(OC)c(OC)c1	100	-0.6
CCOc1ccc(NCc2cccn2-c2nnc(N3CCC(C(=O)NCc4ccc(C)cc4)CC3)s2)cc1	108	-0.5
CN1C(=O)C2C=CC=CC2N=C1SCc1ccccc1F (stereo not given)	108	0.5
CCC(=O)N1CCc2cc(Br)cc(S(=O)(=O)CCC(=O)NCCc3ccc(C)cc3)c21	104	0
CCC(=O)Oc1ccc2c(C)cc(=O)oc2c1C(=O)CC	101	0
O=C(COc1ccccc1F)Nc1ccc2nc(SCC(=O)N3CCCC3)sc2c1	108	0.3
CSC1=NC2C(N1)N(C)C(=O)N2C (stereo not given)	106	0.2
CCC1=C(C(=O)OC)C(c2ccc(Br)cc2)n2ncnc2N1 (stereo not given)	104	0.5
CC1=C(C#N)C(=O)N(C)C(C)(C)C1	64	-12
COC(CNC(=O)c1cccc(N2CCCC2=O)c1)OC	102	0.2
Cc1cc(F)ccc1NC(=O)C(c1ccccc1)N1Cc2ccccc2C1=O (stereo not given)	109	0.4
O=C1NC(=O)C(=Cc2ccc(-c3ccccc3)o2)C(=O)N1	101	0
CCc1ccccc1NC(=O)C(CC)CC	101	0.3
CCOC(=O)c1cc(C#N)c(Sc2n[nH]c(C(F)(F)F)n2)nc1C(F)(F)F	102	0
Cc1ccc(S(=O)(=O)Nc2cccc(-c3cn4cccc(C)c4n3)c2)c(C)c1	104	-0.1
O=C(COc1ccc(Cl)cc1)OCC(=O)N1CCCCCC1	101	0
CCCN(C(=O)Cc1noc2ccc(C)cc12)c1ccc(F)cc1	100	-0.4
Nc1c(NCCO)c2ccccc2oc1=O	103	0.4
COC(=O)c1sc(NC(=O)C(F)(F)F)c(C(=O)OC)c1C	104	0.5
Cc1ccc(-c2c(C(=O)NC(C)C)oc(=O)c3ccccc23)cc1	105	1.1
O=C(CN(c1cccc(Br)c1)S(=O)(=O)c1ccccc1)N1CCOCC1	101	-0.2

Among those listed so far, seven contain an aryl thioether with sulfur outside any ring.
SMILES	Polio RdRp inh	Polio RdRp inh FP z-score
COC(=O)c1cc(CSc2nnc(Nc3ccc(C)cc3C)s2)oc1C	107	0.5
CSc1nc(N)n(-c2ncccc2C(F)(F)F)n1	102	0.1
Cc1cccc(NC(=O)CSc2nc3ccc(NC(=O)CCc4ccccc4)cc3s2)c1	103	-0.9
Cn1c(SC/C=C/c2ccccc2)nc2sc3c(c2c1=O)CCCC3	102	-0.1
O=S(=O)(c1ccc(Cl)cc1)c1nc(-c2cccs2)oc1SCc1ccccc1F	110	1.7
O=C(COc1ccccc1F)Nc1ccc2nc(SCC(=O)N3CCCC3)sc2c1	108	0.3
CCOC(=O)c1cc(C#N)c(Sc2n[nH]c(C(F)(F)F)n2)nc1C(F)(F)F	102	0

Next part.
SMILES	Polio RdRp inh	Polio RdRp inh FP z-score
Cc1ccc(N=Cc2cc3ccccc3nc2Cl)c(C)c1	99	-0.4
Cc1ccc(OCC(=O)Nc2ccc3nc(SCC(=O)Nc4ccc(C)cc4C)sc3c2)cc1	108	0.2
O=C1c2cccc3cccc(c23)N1CNc1ncccn1	105	0.3
CC(=O)N1CCN(C(=O)c2ccc(S(=O)(=O)N3CCCc4ccccc43)cc2)CC1	101	-0.4
O=S(=O)(c1ccccc1)N(c1cccnc1)S(=O)(=O)c1ccccc1	104	0.5
CC1CCN(CC(O)COc2c(F)cc(Br)cc2F)CC1 (stereo not given)	107	0.5
O=C(CNC(=O)c1ccccc1F)OCc1cc(=O)n2ccsc2n1	111	0.9
CC1CCN(S(=O)(=O)c2ccc3[nH]cc(C(=O)NC4CCCCCC4)c(=O)c3c2)CC1	100	-0.2
CC(=O)Nc1ccc2c(COC(=O)Cc3coc4cc5c(cc34)CCC5)cc(=O)oc2c1	104	0.5
Cc1ccc(CSc2ncc(Cl)c(C(=O)Nc3nc4ccc(C)cc4s3)n2)cc1	110	0.5
COCc1cc(C)nc(SCC(=O)c2ccc(O)c(O)c2)c1C#N	102	0.1
CCN(Cc1ccncc1)C(=S)Nc1ccccc1	101	0.2

Among those listed so far, 5 have a thiophene ring, fused or not.
SMILES	Polio RdRp inh	Polio RdRp inh FP z-score
CCCCC(=O)Nc1sc2c(c1C(N)=O)CCC2	102	0.1
COC(=O)c1ccc(Cn2nnc3sc4c(c3c2=O)CCCC4)cc1	106	0.3
Cn1c(SC/C=C/c2ccccc2)nc2sc3c(c2c1=O)CCCC3	102	-0.1
O=S(=O)(c1ccc(Cl)cc1)c1nc(-c2cccs2)oc1SCc1ccccc1F	110	1.7
COC(=O)c1sc(NC(=O)C(F)(F)F)c(C(=O)OC)c1C	104	0.5

Following part.
SMILES	Polio RdRp inh	Polio RdRp inh FP z-score
COc1ccc(-c2cc(C)no2)cc1S(=O)(=O)N1CCN(c2ccc(C(C)=O)cc2)CC1	105	-0.4
Cn1c(=O)c(=O)n(C)c2cc(N3CCCC3)c(NC(=O)c3ccc(C(C)(C)C)cc3)cc21	98	-1.9
CC(Sc1nnc(-c2cccs2)n1C1CC1)c1nc2ccccc2c(=O)[nH]1 (stereo not given)	101	-0.4
COC(=O)c1cc2sccc2n1CC(=O)N(C)c1ccccc1	105	0.9
CCc1ccc(NC(=O)CN2C(=O)CCSc3ccccc32)cc1	105	0.2
COc1ccc(NC(=O)c2cccc(N3CCCS3(=O)=O)c2)cc1OC	105	-0.1
CCOC(=O)C1CCCN(C(=O)c2nn(-c3ccc(C)cc3)c(=O)c3c2c2ccccc2n3C)C1 (stereo not given)	106	-0.4
CCNC(=S)N(C)c1ccc(O)cc1	100	-0.4
CN1CCN(CCc2nnc3n2CCCCC3)CC1	99	-0.4
O=C1CSC2=NC3=C(CCCC3=C3SCCCS3)C(c3ccccc3)N12 (stereo not given)	111	1.1
O=C(/C=C/c1ccco1)Nc1ccc(N2CCCC2)cc1	102	-0.1
O=C(NCc1ccc2c(c1)OCO2)c1cccc(C(F)(F)F)c1	102	0.1
CCN1CCN(Cc2ccc(NC(=O)Nc3ccccc3)cc2)CC1	104	0.8
COc1ccc(N(Cc2cc3cccc(C)c3[nH]c2=O)C(=O)c2cccc(Cl)c2)cc1	113	-0.2
Cc1cc(C(=O)CSc2nnc(C(F)(F)F)n2C)c(C)n1C1CC1	99	-0.2
Cc1cc(C)cc(OCCCn2c(CCNC(=O)C3CCCCC3)nc3ccccc32)c1	106	-0.1
CN(Cc1ccco1)C(=O)C1=Cc2sc3c(c2CS1)CCCC3	103	0.4
c1ccc(SCCc2ccccn2)cc1	101	0.6
O=S1(=O)CCN(Cc2ccc(F)cc2F)CC1	100	-0.5
COC(=O)CSc1nc(C2CC2)cc(C(F)(F)F)c1C#N	104	0.6
CCCCNC(=O)c1cccc2c1C(=O)N(CCC)C2	105	2
O=C(CCN1C(=O)NC2(CCCC2)C1=O)Nc1ccc(S(=O)(=O)N2CCCCC2)cc1	102	0.1
CCC(c1nnc(SCC(=O)N2CCOCC2)o1)N(C)C (stereo not given)	107	0.7
CC(C)(C)N1CC(C(=O)O)CC1=O (stereo not given)	97	-1.7
CC(C)(C)c1cc(C(F)(F)F)nc(SCCNC(=O)c2cnn3cccnc23)n1	101	0
CC(C)CC(=O)N(c1nnc(-c2cccnc2)s1)C1CCCC1	104	0.9
O=C(c1cccc(-n2cnnn2)c1)N1CCCC(c2nc3ccccc3s2)C1 (stereo not given)	100	-0.3
FC(F)Oc1ccc(NC(=S)NNc2nc3ccccc3[nH]2)cc1	44*	-7.8*
COc1ccc2[nH]c3c(=O)n(CCC(=O)NCCc4ccc(OC)c(OC)c4)c(=S)[nH]c3c2c1	103	0.5
COC(=O)c1ccc(CSc2nc3ccccc3c(=O)n2-c2ccccc2)o1	98	-0.8
CSc1ncc(Cl)c(C(=O)N(Cc2ccccc2)Cc2ccco2)n1	103	0.3
Cc1ccc(-n2nc(C(=O)Nc3ccc(Br)cc3C)c(=O)n(C)c2=O)cc1	99	-1.9
CCOC(=O)c1sc(N)c(C(=O)OCC)c1CSc1nnc2n1CCCCC2	106	0.2
CC(C)CN(C1CCS(=O)(=O)C1)S(=O)(=O)c1cccs1 (stereo not given)	100	-0.8
Cc1ccc(CS(=O)(=O)Cc2ccc(C(=O)NCCc3ccc(Cl)cc3)o2)cc1	111	0.2
CCC1CN(C(=O)N2CCC(C(=O)NCc3cccs3)CC2)c2ccccc2O1 (stereo not given)	111	0.7
COC(=O)c1c(C)sc(-c2c(-c3ccc4c(c3)OCCO4)[nH]c3[nH]c(=O)[nH]c(=O)c23)c1O	127	1.5
Cc1cc(OCC(=O)OCC(=O)Nc2ccc(F)cc2)no1	103	0.1
O=C(CN1C(=O)COc2ccc(S(=O)(=O)N3CCCC3)cc21)NCCc1ccc(Cl)cc1	125	3.6
O=C(O)CSCC(=O)Nc1ccc(-c2cn3ccsc3n2)cc1	98	-0.9
Cc1nn2c(=O)cc(COC(=O)c3ccc(C(C)(C)C)cc3)nc2s1	108	0.4
Cc1nc2nc(NC(=O)c3ccc(C(C)(C)C)cc3)[nH]n2c(=O)c1Cl	108	0.3
CCN(CC)C(=O)c1ccc(N2C(=O)C3C4C=CC(C4)C3C2=O)cc1 (stereo not given)	101	-0.1
COc1ccc(Cl)cc1-c1nc(SCC(=O)N(CC(C)C)C2CCS(=O)(=O)C2)n[nH]1 (stereo not given)	102	0
CSc1nc(C=Nc2cccc(Cl)c2)c(O)n1Cc1cccc(Cl)c1	102	-0.3
COc1ccc(NC(=O)c2cc3c(=O)n(Cc4cccs4)ccc3nc2C)c(OC)c1	114	1.6
CCOc1ccc(NC(=O)CCc2c(C)nc3c(c(C)nn3-c3ccccc3)c2C)cc1	105	-0.2
Cc1cc(C)c(Cn2c(=O)n(CCCCCC(=O)NCc3ccc4c(c3)OCO4)c(=O)c3sccc32)c(C)c1	108	0.6
Cc1ccc(NC(=O)Cc2nc(CN3CCCC3c3cccs3)cs2)cc1 (stereo not given)	108	0.7
Cc1cc(C=Nc2ccccc2)c(C)n1-c1ccccc1	104	0.8
O=C(CS(=O)(=O)Cc1ccccc1)Nc1ccc2c(c1)OCO2	103	0.4
C[N+]1(C/C=C2/COCO2)CCCCC1	106	0.3
CCN(CC)c1ccc(NS(=O)(=O)c2ccc(-c3cnc(C4CC4)o3)cc2)c(C)c1	108	0.5
CC(C)n1c(=S)[nH]c2ccccc21	97	-1.8
C=CCNC(=O)c1ccc(S(=O)(=O)N2CCC(C)CC2)cc1	101	-0.5
O=C(/C=C/c1ccco1)NC(=S)n1cnc2ccccc21	102	0.6
Cc1nc2ccccc2nc1SCC(=O)NC1CCCC(C)C1C (stereo not given)	103	0.7
CCCCc1nc(Cl)c(C#N)c2c1COC(C)(C)C2	99	-0.4
NC[C@H]1O[C@H](O[C@H]2[C@H](O)[C@@H](O[C@H]3O[C@H](CO)[C@@H](O)[C@H](N)[C@H]3O)[C@H](N)C[C@@H]2N)[C@H](N)[C@@H](O)[C@@H]1O	100	0.1
COC(=O)c1sccc1-n1cc(C#N)c(=O)n(C)c1=O	108	0.8
CNC(=O)Cn1ncc2c(C)n(Cc3ccccc3)c(C)c2c1=O	104	0.9
O=C(NCCc1ccc(S(=O)(=O)N2CCCC2)cc1)c1cccc2ccccc12	103	0.2
